Assay outcomes: PubChem BioAssay, several laboratories
RPL19A TOR yeast: modulators of TOR pathway RPL19A-GFP in S. cerevisiae. S. cerevisiae RPL19A-GFP strain, flow cytometry, 3 h; hits give low values. percent response vs DMSO, % at 10 µM. actives 0.3% (n = 330,000). AID 2025;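 active = percent response vs DMSO below 50%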;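 also: median channel GFP fluorescence of the barcoded RPL19A-GFP strain; ratio of sample median GFP to plate DMSO average so 100% = DMSO; lower means less RPL19A-GFP as with rapamycin TOR inhibition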
EBNA-1 inh: blocks EBNA-1 binding to DNA; EBNA-1 DNA binding, fluorescence polarization; inhibition, % at 14.8 µM; actives 0.34% (n = 300,000); in the data active = inhibition above about 28%
proCasp3 act: procaspase-3 (human) activation; P42574; activation, % at 8.5 µM; recombinant procaspase-3 D3A, Ac-DEVD-pNA absorbance 405 nm; AID 463141; actives 0.11% (n = 330,000);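 active = activation above the mean of all tested compounds plus 3 SD, cut at about 21% in these data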;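 also: 0% = DMSO alone and 100% = DMSO wells spiked with extra 5 µM PC-3 D3A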
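Test system: Procaspase-3 D3A mutant, all three cleavage aspartates alanine | Dosing: Single dose, 8.5 µM nominal compound, 0.8% DMSO | Schedule: 1 h preincubation, 2 h reaction | Technique: 405 nm absorbance of p-nitroaniline, reads at 0 and 120 min | Repeats: One well per compound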
AHR act: activators of human aryl hydrocarbon receptor | AHR-responsive luciferase reporter cells, luminescence | P35869 | actives 2.5% (n = 320,000) | activation, % at 5 µM; in the data active = activation above about 47%;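 also: 0% = vehicle wells and 100% = reference agonist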
proCasp7 act: counter-screen for procaspase-3 activators: activators of human procaspase-7. P55210. recombinant procaspase-7, Ac-DEVD-pNA absorbance 405 nm; D23A/D198A/D206A triple mutant, cannot self-cleave; scale: DMSO 0, 5 µM enzyme 100. activation, % at 8.5 µM. actives 0.093% (n = 330,000). AID 463210;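 active = percent activation above the screen-wide mean plus 3 SD, cut at about 25% in these data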
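Assay system – Uncleavable procaspase-7 mutant enzyme · Quantity – 2 µM procaspase-7 mutant as dispensed · Times – 1 h preincubation, 2 h reaction · Dosing – single nominal 8.5 µM compound dose, 0.8% DMSO final · Buffer or medium – Zinc-free 50 mM HEPES buffer, pH 7.4, with NaCl and Triton X-100 · Detection – Epi-absorbance of released pNA at 405 nm, two timepoints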
MEP2-GFP yeast: yeast TOR pathway MEP2-GFP modulation | S. cerevisiae MEP2-GFP strain, flow cytometry GFP, 3 h; 100% = DMSO control level | GFP response vs DMSO, % at 10 µM | actives 0.51% (n = 330,000);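 active = GFP response versus DMSO above a set limit, roughly screen mean plus 3 SD, cut at about 180% in these data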;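 also: median GFP fluorescence of the barcode-gated MEP2-GFP cells per well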
ZTA DNA inh: ZTA (EBV) inhibition in EBNA-1 counter-screen; ZTA-DNA binding, fluorescence polarization; inhibition, % at 11 µM; P03206; actives 0.15% (n = 320,000); in the data active = inhibition above about 33%
LAP4 TOR yeast: yeast TOR pathway LAP4-GFP modulation; S. cerevisiae LAP4-GFP multiplex, flow cytometry GFP, 3 h; median GFP as percent of DMSO wells; GFP response vs DMSO, % at 10 µM; actives 0.34% (n = 320,000); AID 2023;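 active = GFP response vs DMSO above a set limit, about the screen mean plus 3 SD, cut at about 150% in these data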
Numbers without * were called inactive; · = not tested or not shown; [ ] = remark or other dose.

SMILES | RPL19A TOR yeast | EBNA-1 inh | proCasp3 act | AHR act | proCasp7 act | MEP2-GFP yeast | ZTA DNA inh | LAP4 TOR yeast
COCCNC(=O)c1c(CSc2ccc(F)cc2)noc1C(=O)NCc1ccccc1 | 95 | -14 | 3 | 15 | 9 | 88 | -10 | 101
N#Cc1ccc2[nH]cc(CCO)c2c1 | 92 | -13 | -3 | 8 | -3 | 98 | 3 | 98
N#CCCn1cc(C=O)c(-c2cccs2)n1 | 90 | -10 | 3 | 3 | 2 | 90 | -19 | 99
Cc1cc(C)n(CC(=O)NNC(=O)COc2ccc(Br)cc2F)n1 | 97 | · | 5 | 6 | 13 | 100 | · | 88
O=C(OCCN1CCCCC1)c1cc2ccccc2o1 | 97 | -5 | 1 | 0 | 18 | 99 | -16 | 105
CN(C(=O)c1ccc(NC(=O)Cc2ccc(NC(=O)C3CCCN(C(=O)C4CCCC4)C3)cc2)cc1)C1CC1 (stereo unspecified) | 95 | · | 9 | -1 | -1 | 86 | -8 | 94
CNC(=S)N1N=C(c2ccc(OC)cc2)CC1c1ccc(Cl)cc1Cl (stereo unspecified) | 98 | 11 | 5 | 46 | 0 | 102 | 6 | 105
CCOc1ccc(S(=O)(=O)N2CCN(C(=O)c3ccco3)CC2)cc1 | 102 | -6 | 0 | -1 | 4 | 93 | -9 | 92
N/C(=N\OC(=O)C1CCCCC1)c1ccc(Br)cc1 | 106 | 8 | 2 | -5 | 6 | 99 | -1 | 102
CCOc1ccc(C(=O)Nc2cccc(C)n2)cc1 | 112 | -4 | 0 | 11 | -7 | 114 | 5 | 111
COc1ccc(NC(=O)CN(C)C(=O)/C=C/c2cn(-c3ccccc3)nc2-c2ccc(F)cc2)cc1 | 100 | 4 | 3 | 3 | 5 | 103 | -1 | 114
Cc1ccc(Cn2c(CN3CC(C)OC(C)C3)nc3c2c(=O)n(C)c(=O)n3C)cc1 (stereo unspecified) | 98 | 0 | 7 | 4 | -7 | 111 | -2 | 100
COc1cc2ccccc2cc1C(=O)N(CCN(C)C)c1nc2ccc(C)cc2s1 | 101 | -9 | 0 | 2 | 18 | 102 | -8 | 106
N#Cc1c(SCc2cccc(Cl)c2)sc(C(=O)c2ccccc2)c1N | 90 | 3 | 8 | 21 | 1 | 105 | -1 | 99
COc1ccc(OC)c(C2=NOC(C(=O)NCCN3CCOCC3)C2)c1 (stereo unspecified) | 99 | -2 | 2 | -2 | 1 | 97 | -5 | 101
Cc1ccc(/C=C2\C(=O)Nc3ccccc32)o1 | 100 | 1 | -13 | 22 | -18 | 89 | 10 | 98
O=C(O)Cn1c2ccccc2c2n[nH]c(=S)nc21 | 103 | 1 | -19 | 12 | -30 | 115 | 1 | 99
O=C(NC(=S)NNC(=O)c1ccccc1O)c1ccc(F)cc1 | 108 | -7 | -9 | 7 | -9 | 93 | 3 | 77
COc1cccc(C(=O)N2CCC(n3nccc3NC(=O)C3CCOC3)CC2)c1 (stereo unspecified) | 105 | -5 | 1 | 0 | 2 | 96 | 2 | 83
NC1=NC(c2ccccc2Cl)n2c(nc3ccccc32)N1 (stereo unspecified) | 101 | -3 | 3 | -1 | 5 | 104 | 9 | 97
COc1ccc(C(=O)CC(=O)c2ccc(F)cc2)cc1 | 100 | 7 | -8 | 5 | -29 | 106 | -3 | 100
O=C(O)CC(Cc1ccc(Cl)cc1)C(=O)Nc1cc(Cl)ccc1Cl (stereo unspecified) | 104 | -20 | -3 | 2 | 6 | 101 | 4 | 86
Cc1cccc(N2CCN(C(=O)/C=C/c3cccs3)CC2C)c1 (stereo unspecified) | 96 | -5 | 1 | 1 | 5 | 102 | -6 | 115
CCCSc1ncc(Cl)c(C(=O)Nc2ccc(S(=O)(=O)N3CC(C)OC(C)C3)cc2)n1 (stereo unspecified) | 101 | -8 | 0 | -3 | 1 | 103 | 2 | 104
Fc1cccc(Cc2noc(CN3CCOCC3)n2)c1 | 102 | -15 | -5 | -2 | 4 | 109 | -5 | 107
Cc1cc(NCc2ccccn2)n2ncc(-c3ccc(Cl)cc3)c2n1 | 95 | 4 | 6 | 76* | 7 | 103 | -16 | 121
O=S(=O)(Nc1cccc(-c2nc3cccnc3s2)c1)c1cccs1 | 103 | 3 | -5 | 5 | 3 | 104 | 4 | 114
CCOC(CCn1c(SCc2cccc([N+](=O)[O-])c2)nc2ccccc2c1=O)OCC | 106 | -1 | -2 | 6 | -2 | 93 | 14 | 81
CC(C)OC(=O)CSc1nnc(-c2ccccc2)n1N | 101 | -2 | -1 | -1 | 9 | 104 | 2 | 101
Cc1cc(NC(=O)OC(C)C)ccc1-c1ccc(NC(=O)OC(C)C)cc1C | 98 | -6 | -8 | 0 | 7 | 102 | -7 | 103

Record cards (already shown). Order of screens: RPL19A TOR yeast | EBNA-1 inh | proCasp3 act | AHR act | proCasp7 act | MEP2-GFP yeast | ZTA DNA inh | LAP4 TOR yeast
Cc1cc(NC(=O)OC(C)C)ccc1-c1ccc(NC(=O)OC(C)C)cc1C across the screens: 98 | -6 | -8 | 0 | 7 | 102 | -7 | 103
O=C(O)CC(Cc1ccc(Cl)cc1)C(=O)Nc1cc(Cl)ccc1Cl (stereo unspecified) across the screens: 104 | -20 | -3 | 2 | 6 | 101 | 4 | 86
Fc1cccc(Cc2noc(CN3CCOCC3)n2)c1 across the screens: 102 | -15 | -5 | -2 | 4 | 109 | -5 | 107

(cont.)
SMILES | RPL19A TOR yeast | EBNA-1 inh | proCasp3 act | AHR act | proCasp7 act | MEP2-GFP yeast | ZTA DNA inh | LAP4 TOR yeast
Nc1nnc(SCC(=O)NNC(=O)c2ccc([N+](=O)[O-])cc2)s1 | 101 | · | -1 | 1 | -3 | 94 | -13 | 106
Cc1nc2c(-c3ccccc3)c(C)[nH]n2c(=O)c1Cc1ccccc1 | 91 | -10 | -3 | 1 | 8 | 93 | 14 | 94
O=C(NCc1ccccn1)c1ccc(CS(=O)(=O)Cc2ccc(Cl)cc2)o1 | 100 | 3 | 6 | -1 | 8 | 101 | -7 | 104
O=C(Nc1ccc(F)cc1)C1CCCN(S(=O)(=O)c2cccc3nonc23)C1 (stereo unspecified) | 96 | -14 | 0 | 4 | 4 | 110 | -4 | 94
N#CC1=C(SCC(=O)c2cc3ccccc3oc2=O)NC(=O)C(C#N)C12CCCC2 (stereo unspecified) | · | 8 | -2 | 12 | 3 | 102 | -1 | 98
CN(Cc1cccc(F)c1)C(=O)C1CC(=O)N(c2ccc3c(c2)OCCO3)C1 (stereo unspecified) | 100 | · | 6 | 1 | 1 | 104 | · | 94
Cc1ccc(NC(=O)CN(C)Cc2c(O)ccc3ccccc23)cc1 | 109 | -9 | -24 | 13 | -28 | 108 | -8 | 92
CCCN1C(=O)C(O)(CC(=O)c2cccc(OC)c2)c2ccccc21 (stereo unspecified) | 103 | 5 | 0 | 3 | 3 | 93 | 3 | 105
COc1ccc(CNC(=O)CCn2ccc3cc(S(=O)(=O)N4CCCC4)ccc32)cc1 | 100 | -3 | 3 | 5 | -15 | 99 | -11 | 98
Cc1ccc(-c2noc(CN3CCN(C(c4ccccc4)c4ccccc4)CC3)n2)cc1 | 91 | -1 | 8 | 1 | 2 | 92 | -4 | 111
COc1ccc(CN2CCC(CNC(=O)NC3CCCCC3)CC2)cc1 | 102 | 3 | 3 | 2 | 1 | 111 | -4 | 98
O=C(c1ccc(Cl)cc1)N1CCCC(C(=O)N2CCc3ccccc3C2)C1 (stereo unspecified) | 99 | 2 | -2 | -1 | 10 | 104 | -9 | 122
O=S(=O)(NCc1cccnc1)c1ccc(Cl)nc1 | 102 | -5 | 3 | 0 | 14 | 103 | -12 | 101
Cc1ccc(C(=O)NCCNC(=O)c2ccc(C)nc2)cc1 | 108 | 2 | -5 | -2 | 3 | 100 | 8 | 98
CC1(C)C(O)=C(c2nc3ccccc3[nH]2)C(=N)N1c1ccccc1 | 100 | 8 | 3 | 10 | 15 | 105 | -2 | 105
CC(C)(C)n1nc2c(c1NC(=O)Cc1ccc([N+](=O)[O-])cc1)CS(=O)(=O)C2 | 103[may fluoresce green] | 3 | -4 | -3 | 5 | 100[may fluoresce green] | 8 | 95[may fluoresce green]
CC(C)(C)NCc1cc(Cl)ccc1OCc1cccs1 | 96 | -1 | -8 | 0 | 6 | 91 | -3 | 92
CCCCn1c(N)c(N(CCOC)C(=O)CN2C(=O)c3ccccc3C2=O)c(=O)[nH]c1=O | 91 | 11 | -2 | 2 | -2 | 96 | 18 | 90
O=C(Nc1ccon1)c1cc(-c2ccccc2)nc2ccccc12 | 102 | -6 | 4 | 29 | -4 | 103 | -6 | 114
Cc1ccc(CNC(=O)c2ccc(N3CCC4(CC3)CC(c3cccc(Br)c3)=NO4)c(N)c2)cc1 | 96 | 4 | 6 | 2 | 15 | 101 | -17 | 94
COCCCNC(=O)c1ccc(N(C)S(C)(=O)=O)cc1 | 99 | 4 | 0 | 0 | -3 | 98 | -12 | 100
Cc1ccc(S(=O)(=O)NCCSc2nnnn2-c2ccc(C(N)=O)cc2)cc1 | 97 | 4 | 4 | 2 | 6 | 101 | -9 | 99
CCn1c(COc2cccc(OC)c2)nnc1SCC(=O)Nc1ccccc1C(=O)OC | 102 | 8 | 1 | 2 | 2 | 100 | -1 | 110
CNC[C@H](NC[C@@H](NCCCc1ccccc1)c1ccccc1)[C@H](C)O | 102 | 6 | 3 | -3 | -10 | 92 | -16 | 129
COc1ccc(C(=O)C2C(c3ccc(-c4ccccc4[N+](=O)[O-])o3)NC(=O)NC2(O)C(F)(F)F)cc1 (stereo unspecified) | 99 | 10 | 0 | 12 | -4 | 98 | 19 | 103
Cc1cc(-c2ccc(S(=O)(=O)N3CCN(c4ccc(F)cc4)CC3)s2)on1 | 104 | -6 | 15 | 1 | -1 | 100 | 13 | 98
Cc1ccc(-c2c(C)n([O-])c3c([n+]2=O)CCCCC3)o1 | 89 | -27 | 3 | 1 | -5 | 96 | 13 | 91
COc1ccc(COC(=O)c2c(C)nn(-c3ccccc3)c2Cl)cc1 | 100 | 7 | -1 | -1 | -2 | 96 | 0 | 99
Cc1ccc(N(C(C)C(=O)N2CCN(Cc3ccccc3)CC2)S(C)(=O)=O)cc1 (stereo unspecified) | 105 | -2 | 4 | -1 | -4 | 98 | -6 | 89
O=S1(=O)C=C(Sc2nc3ccccc3s2)c2ccccc21 | 92 | 12 | -17 | 29 | -8 | 91 | 3 | 172*
CCCN(C(=O)COC(=O)CSc1ccc([N+](=O)[O-])cc1)C1CCS(=O)(=O)C1 (stereo unspecified) | 87 | · | 2 | 0 | 6 | 92 | -6 | 84
C=CCNC(=O)NC(=O)COC(=O)/C(C#N)=C/c1cc(C)n(CC(C)C)c1C | 105 | 1 | -72 | 1 | -123 | 106 | -4 | 105
O=S(=O)(Cc1cc(-c2ccccc2Cl)no1)c1ccccc1 | 110 | -9 | -1 | 7 | 0 | 108 | 1 | 108

Ordered by length of the SMILES (lowest first): some entries from above
SMILES | RPL19A TOR yeast | EBNA-1 inh | proCasp3 act | AHR act | proCasp7 act | MEP2-GFP yeast | ZTA DNA inh | LAP4 TOR yeast
CC(C)(C)NCc1cc(Cl)ccc1OCc1cccs1 | 96 | -1 | -8 | 0 | 6 | 91 | -3 | 92
COCCCNC(=O)c1ccc(N(C)S(C)(=O)=O)cc1 | 99 | 4 | 0 | 0 | -3 | 98 | -12 | 100
O=C(NCc1ccccn1)c1ccc(CS(=O)(=O)Cc2ccc(Cl)cc2)o1 | 100 | 3 | 6 | -1 | 8 | 101 | -7 | 104
